CCT chaperon mod: cytosolic chaperonin activity modulation | purified chaperonin ATPase assay, HTRF ADP detection, 30 min | activity change, % (no concentration beside the values), hits read low | 0.3% of 360,000 active; in the data active means activity change below about -30%; further: on the % scale 0 is the no-effect control and ±100 the full control effect
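We incubate TRiC, 40 or 20 nM final, with library compounds at 76 uM and 10 uM ATP for 30 min at 37 °C. ADP formed is detected with Transcreener HTRF reagents after 30 min at room temperature.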
Nrf2 block: blocks Nrf2 signaling; A549 ARE-Fluc reporter, luciferase luminescence, 18-24 h; Potency, µM (highest dose often 46 µM), inactives show top-dose activity change, negative = inhibition, actives largely listed as inhibitors; 2.1% of 360,000 active; AID 504444; further: potency means the concentration at half of the fitted maximal effect; on the % scale 0 is the no-effect control and ±100 the full control effect; nearly all actives have a fitted effect of over 60% in size
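Two sequential reads on A549 ARE_Fluc cells exposed to compound for 18-24 h: a CellTiter-Fluor fluorescence read for viability, then a luciferase luminescence read for Nrf2/ARE activity.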
HepG2 viability: counter-screen for TGF-b inhibitors: cytotoxicity in HepG2 cells; HepG2 CAGA-GFP viability, ATP luminescence, 18 h; Potency, µM (top dose mostly 46.1 µM), without a hit: at the highest dose activity change, negative = cytotoxicity, actives largely listed as cytotoxic; 0.76% of 410,000 active; further: potency means the concentration at half of the fitted maximal effect; some results filed as inactive show a strong effect at the top dose
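CellTiter-Glo luminescence gave cytotoxicity after 18 hours at 37 degrees C. The cells were HepG2 CAGA-GFP in 1% FBS DMEM, stimulated with 500 pg/mL TGF-beta after compound addition. %Activity was normalised to no-cell wells (complete cell-killing) and DMSO (no toxicity), and curves were fitted and classified.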
pAkt inh: blocks phosphorylation of Akt | Neuro2A IGF-stimulated pAkt S473 HTRF, 20 min; active compounds read low | activity change, % for hits at 50 µM | 0.32% of 360,000 active; in the data active means activity change below about -80%; inconclusive means mostly about -51% to -80%; further: on the % scale 0 is the no-effect control and ±100 the full control effect
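Neuro2A cells in DMEM with 0.5% FBS, overnight at 37 deg C, given compound at single 50 µM final, then IGF (6 nM final) for 20 min at 37 deg C. Lysed; phospho-Akt Ser473 by HTRF after 24 h, 665/615 ratio.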
Nrf2 ARE act: activates Nrf2 signaling | AREc32 ARE-luciferase reporter (MCF7-derived line), luminescence, 24 h | Potency, µM (doses to about 46.1 µM), for the others: at the top dose activation, most hits filed as activators | 0.31% of 410,000 active | AID 624171; further: potency means the concentration at half of the fitted maximal effect; % of control where 0% means no effect; nearly all actives have a fitted effect of over 65% in size
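Nrf2 activation is followed as ARE-luciferase induction in the AREc32 line after one day of compound treatment; luminescence is read with Steady-Glo.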
TGFb inhibitor: blocks TGF-b signaling; Potency, µM (titrated, usually from 46.1 µM), inactives show top-dose activity, negative = inhibition, most hits filed as inhibitors; 1.2% of 410,000 active; HepG2 CAGA-GFP TGF-b/SMAD3 reporter, GFP fluorescence, 18 h; TGF-beta stimulated, 500 pg/mL final; further: potency means the concentration at half of the fitted maximal effect; on the % scale 0 is the no-effect control and ±100 the full control effect; nearly all actives have a fitted effect of over 65% in size
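Smad-responsive CAGA-GFP expression was quantified in HEPG2 cells exposed to compounds and 500 pg/mL final TGF-beta for 18 h at 37 degrees C; unstimulated wells defined full inhibition.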
A549 viability: kills or reduces viability of A549 cells in Nrf2 counter-screen; Potency, µM (series often up to 46 µM), for inactives: top-dose activity change, negative = cytotoxicity, most hits filed as inhibitors; 0.16% of 390,000 active; A549 ARE-Fluc cells, CellTiter-Fluor viability, 18-24 h; further: potency means the concentration at half of the fitted maximal effect; on the % scale 0 is the no-effect control and ±100 the full control effect
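A549 ARE_Fluc cells in 5% FBS OPTI-MEM were exposed to compounds in concentration-response for 18-24 h at 37 deg C. Viability was read by CellTiter-Fluor fluorescence (Ex 405/Em 525) after 30 min, before the luciferase read.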
MmCpn inh: M. maripaludis TRiC chaperonin inhibition. Potency, µM (top dose mostly 76.9 µM), inactives show at the top dose activity, negative = inhibition, actives largely listed as inhibitors. purified Mm-Cpn ATPase, ADP Transcreener TR-FRET. AID 504842. 0.031% of 330,000 active; further: potency means the concentration at half of the fitted maximal effect; on the % scale 0 is the no-effect control and ±100 the full control effect; nearly all actives have a fitted effect of over 80% in size
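Reaction buffer contained 30 mM Tris pH 7.4, 100 mM KCl, 5 mM MgCl2 and 1 mM DTT. Mm-CPN (25 nM final) hydrolysed 10 uM ATP over 30 min at 37°C; ADP was read by HTRF.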
Abeta yeast res: compounds reversing amyloid beta toxicity in yeast; yeast expressing A-beta42, growth rescue, OD600, 48 h; response scale: 0% DMSO, 100% iron-clioquinol control; Potency, µM (titrated, usually from 46.1 µM), for inactives: at the highest dose growth rescue, hits mostly activators; 0.063% of 410,000 active; AID 1347071; further: potency means the concentration at half of the fitted maximal effect; nearly all actives have a fitted effect of over 55% in size
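Growth rescue measured by 600 nm absorbance after 48 h yeast culture at 30 C with compound. Values normalized between DMSO and an equimolar ferric chloride plus clioquinol control.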
Numbers without * were called inactive; i = inactive; ? = inconclusive; nt = not tested or not shown; & = joins results of further samples; [ ] = remark or other dose. Unless noted, the call rests on the fitted dose curve; in most records, active means well fitted curve in the direction sought with a large enough effect; inconclusive means small, poorly fitted or top-dose-only effect, or another doubt; inactive means no such curve, though single readings can be large; an effect the other way counts as inactive or inconclusive. An unsorted share of the library; any-hit rate near 4.3%.

SMILES | CCT chaperon mod | Nrf2 block | HepG2 viability | pAkt inh | Nrf2 ARE act | TGFb inhibitor | A549 viability | MmCpn inh | Abeta yeast res
O=C(CN1CCc2ccccc21)NN1CC(=O)N(c2ccccc2)CC1=O | -3.1 | -1% | -11% | i | -1.1% | -11% | -9% | -1% | -7%
O=C(C1COc2ccccc2O1)N1CCCCC1 (stereo not given) | -1.0 | 10% | -37% | i | -0.7% | -1% | -5% | 1% | 1%
c1ccc(SCCOCCN2CCOCC2)cc1 | -1.9 | 15% | 12% | i | -0.2% | -4% | 2% | -5% | 11%
COc1ccc(/C=C2\N=C(C(C)(C)C)OC2=O)c(OC)c1 | -0.2 | 0% | -12% | i | 2.5% | -13% | 2% | 2% | nt
O=S(=O)(c1ccccc1)N1CCN(c2ccccc2)CC1 | -0.8 | 4%&-9% | 28%&-11% | i | -0.3% | 8%&-13% | 0%&18% | 1% | -2%
O=C(COC(=O)[C@H](Cc1ccccc1)NC(=O)c1ccco1)NC(c1ccccc1)c1ccccc1 | 1.9 | -7% | -8% | i | -0.6% | -20% | -6% | 1% | 14%
C=CCc1cccc(/C=N/NC(=O)CCC(=O)Nc2ccc(F)cc2)c1O | -4.8 | -10% | -16% | i | 0.0% | ? | 7% | -4% | -8%
COCCN1C(=O)COc2ccccc2C1C(=O)NCc1ccccc1 (stereo not given) | 0.4 | nt | nt | i | -0.3% | nt | nt | nt | 1%
Cc1cc([N+](=O)[O-])nn1CC(=O)Nc1cc(F)ccc1F | -0.3 | 16% | -15% | i | -0.6% | 13% | 17% | 1% | 11%
CN(C)S(=O)(=O)c1cccc(-c2csc(N/N=C/c3ccco3)n2)c1 | -1.1 | 4% | 8% | i | 4.5% | 20% | -10% | 2% | 2%
CCC(CC)C(=O)Nc1nnc(SCC(=O)NC(C)(C)C)s1 | -1.1 | 21% | -3% | i | 0.0% | -7% | 0% | 0% | -1%
Cc1cc(=O)oc(C)c1C(=O)OCC(=O)c1ccc(Br)cc1 | 0.9 | ? | -21% | i | 5.5% | 16% | 13% | -1% | 11%
COc1cc(/C=N/NC(=O)c2nonc2N)cc(OC)c1OC | 1.2 | 12% | -8% | i | 1.8% | 6% | 2% | -5% | -1%
Cc1cc(Cl)ccc1OCC(=O)N/N=C1\CC2C=CCC12 (stereo not given) | -4.5 | 2% | -19% | i | -0.6% | -2% | 10% | 1% | 10%
O=c1oc2ccccc2c(N2CCC(c3ccccc3)CC2)c1[N+](=O)[O-] | -3.5 | 17% | 3% | i | -0.5% | 0% | -2% | 1% | -11%
CN(C)CC1CCC/C(=C\c2ccc(OC(=O)/C=C/c3ccccc3)cc2)C1=O (stereo not given) | 1.2 | 1% | -3% | i | 21% | -11% | 4% | nt | -8%
COc1ccc(CCNC(=O)CCCc2ccccc2)cc1OC | -0.8 | 17% | -22% | i | 0.3% | -6% | 9% | -1% | -6%
CCc1cc(=O)oc2c(C)c(OCC(=O)N3CCCc4ccccc43)ccc12 | -1.2 | 12µM* | -54% | i | 2.4% | ? | 1% | 1% | -11%
c1ccc(-c2ccccc2OCCOCCN2CCCCC2)cc1 | 0.6 | 11% | -39% | i | 0.0% | 11% | -2% | 0% | 13%
O=c1c2ccccc2oc2cc(NCCCn3ccnc3)ccc12 | -8.3 | ? | -11% | i | 0.3% | -11% | ? | -8% | -7%
CCCCn1c(N)c(N(CC(C)C)C(=O)c2cccc(S(=O)(=O)N3CCCCC3)c2)c(=O)[nH]c1=O | -0.1 | 1% | -13% | i | 0.1% | -13% | 2% | 2% | -3%
COc1ccc(NC(=O)CCCn2c(=O)c3cccn3c3ccccc32)c(OC)c1 | nt | ? | -18% | nt | 3.9% | -23% | -1% | nt | -6%
Cc1cc(C(=O)NCC(=O)OCC(=O)Nc2ccc(OC(F)F)cc2)ccc1[N+](=O)[O-] | 1.7 | 11% | -13% | i | -0.1%[9.22 µM] | ? | 5% | 2% | 35%
CCOc1ccccc1Nc1nnc(SCC(=O)Nc2ccc3[nH]c(=O)[nH]c3c2)s1 | 0.2 | -12% | -38% | i | 3.5% | 0% | -6% | 3% | -6%
O=[N+]([O-])c1ccc(Cl)c(/C=N/Nc2nc(N3CCOCC3)nc(N3CCOCC3)n2)c1 | -1.1 | 18% | 4% | i | -0.5% | 7% | -4% | 0% | 12%

Brought forward from above: 4 compounds, followed by the next part.
SMILES | CCT chaperon mod | Nrf2 block | HepG2 viability | pAkt inh | Nrf2 ARE act | TGFb inhibitor | A549 viability | MmCpn inh | Abeta yeast res
COc1ccc(NC(=O)CCCn2c(=O)c3cccn3c3ccccc32)c(OC)c1 | nt | ? | -18% | nt | 3.9% | -23% | -1% | nt | -6%
Cc1cc(C(=O)NCC(=O)OCC(=O)Nc2ccc(OC(F)F)cc2)ccc1[N+](=O)[O-] | 1.7 | 11% | -13% | i | -0.1%[9.22 µM] | ? | 5% | 2% | 35%
CCOc1ccccc1Nc1nnc(SCC(=O)Nc2ccc3[nH]c(=O)[nH]c3c2)s1 | 0.2 | -12% | -38% | i | 3.5% | 0% | -6% | 3% | -6%
O=[N+]([O-])c1ccc(Cl)c(/C=N/Nc2nc(N3CCOCC3)nc(N3CCOCC3)n2)c1 | -1.1 | 18% | 4% | i | -0.5% | 7% | -4% | 0% | 12%
CC(NC(=O)CN(C)Cc1cccc(F)c1)c1ccccc1 (stereo not given) | -0.6 | 4% | 5% | i | -0.2% | -18% | 8% | 2% | 0%
O=C(Nc1nnc(SCc2ccc(Cl)cc2)s1)c1ccco1 | -0.1 | 3% | -34% | i | -0.6% | 0% | -6% | 0% | -17%
Cc1nc(CN(C)C(=O)CC2C(=O)NCCN2Cc2ccc(-c3ccccc3)cc2)cs1 (stereo not given) | -0.2 | ? | -17% | i | -0.6% | -3% | -2% | 0% | 6%
Cc1cc(C(=O)N2CCCC2C(=O)O)c(C)o1 (stereo not given) | -1.4 | 9% | -13% | i | -0.6% | -30% | nt | -24% | -12%
COc1ccccc1-c1cc(C(=O)NCc2ccccc2)c2c(-c3ccc(C)cc3)[nH]nc2n1 | nt | nt | -51% | nt | 3.6% | -38% | -17% | nt | 17%
CCOc1ccc(N/C(N)=N/c2nc(CSc3nnnn3-c3ccccc3)cc(=O)[nH]2)cc1 | -1.1 | -4% | -2% | i | -0.4% | -4% | 1% | 0% | -3%
COc1ccc(/C=C2\SC(=O)N(CC(=O)NNC(=O)c3ccccc3O)C2=O)cc1 | -1.1 | 4% | -6% | i | -0.1% | -8% | -1% | -27% | -8%
COc1ncnc2c1oc1nc(C)c3c(c12)CC(C)(C)OC3 | 1.0 | 6% | 23% | i | 0.0% | 8% | 0% | 0% | -15%
O=C(NC(=S)NCCN1CCOCC1)c1ccc(Cl)cc1 | -1.5 | ? | -19% | i | 5.0% | -22% | -3% | 2% | 7%
O=C(O)c1ccc(S(=O)(=O)c2ccccc2C(=O)O)c([N+](=O)[O-])c1 | -0.3 | -3% | 0% | i | -0.7% | 0% | 9% | -1% | -8%
O=C(O)c1cccc(Nc2ccncc2[N+](=O)[O-])c1 | -2.8 | 0% | -15% | i | 2.2% | 3% | 0% | -1% | -21%
O=C(CN(CC1CCCO1)C(=O)CNS(=O)(=O)c1ccc(F)cc1)NCC1CCCO1 (stereo not given) | -1.1 | 4% | 13% | i | -0.4% | -5% | 2% | 0% | 0%
CCOC(=O)c1[nH]c2ccccc2c1N=CN(CC)CC | -2.9 | 11% | -2% | i | 4.2% | 1% | 4% | 0% | 5%
CN(CCOC(=O)c1cccc(Br)c1)C(C)(C)C | -2.1 | -19% | -5% | i | -0.4% | -4% | -15% | -1% | 20%
COc1cccc(C(CNc2ccc(S(=O)(=O)N3CCN(C)CC3)cc2[N+](=O)[O-])N(C)C)c1 (stereo not given) | 1.1 | 4% | -2% | i | 0.0% | 0% | -12% | 1% | -3%
CC(C)C(=O)Nc1ccccc1-c1nc2ccccc2[nH]c1=O | -2.1 | -15% | 3% | i | 5.8% | 1% | -11% | 3% | -11%
CCCCNC(=O)c1ccc2c(c1)N=C(CC)c1ccccc1S2 | nt | -1% | 0% | nt | 4.1% | -20% | -1% | nt | -31%
Cc1ccc(S(=O)(=O)Nc2ccccc2C=NNC(=O)c2ccncc2)cc1 | -0.6 | nt | -37% | i | 3.2% | ? | nt | nt | -4%
Cc1ccc(-n2cc(CN3CCNC(=O)CC3)c(-c3ccc(F)cc3)n2)cc1 | 0.1 | -20% | 4% | i | 4.3% | -11% | -3% | 0% | 4%
O=C(Nc1ccncc1)C1CCN(S(=O)(=O)c2c(Cl)cccc2Cl)CC1 | -2.4 | ? | -25% | i | 2.9% | ? | 2% | 1% | 12%
CCCN(CC(=O)Nc1ccccc1OC)C(=O)C1=COCCO1 | 3.2 | 7% | -3% | i | -0.4% | 12% | 4% | -1% | -20%
N#Cc1c(-c2ccc(C(F)(F)F)cc2)cc(-c2ccccc2)[nH]c1=S | 0.4 | 9% | 1% | i | -0.1% | -3% | -2% | 0% | 10%
Cc1cccc(-n2ncc3c2CCCC3NC(=O)CCCN2CCCCC2=O)c1C (stereo not given) | 2.8 | ? | -1% | i | 4.4% | 20% | 9% | 2% | ?
Cc1ccn2c(=O)cc(COc3ccc(NC(=O)COc4ccc(Cl)cc4)cc3)nc2c1 | nt | nt | 2% | nt | -1.3% | 6% | -2% | nt | -11%
Cc1ccccc1Cn1cc(S(=O)(=O)c2ccc(F)cc2)c(=O)c2cc3c(cc21)OCO3 | nt | 23% | -24% | nt | 0.2% | -13% | 6% | nt | -4%
